AmpC inh no detg – blocks E. coli AmpC beta-lactamase in detergent-free assay; P00811; AmpC nitrocefin hydrolysis, absorbance 480 nm, 0.0001% Triton; Potency, µM (doses to about 57.1 µM), for the others: top-dose activity change, negative = inhibition, actives largely listed as inhibitors; 330,000 tested, 0.52% active; AID 485341;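 note: potency is the fitted concentration of half-maximal effect; plate controls were no compound for no effect and no enzyme for full effect; nearly all actives have a fitted effect of over 20% in size; some results filed as inactive show a strong effect at the top dose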
Target sequence (P00811 whole entry, looked up): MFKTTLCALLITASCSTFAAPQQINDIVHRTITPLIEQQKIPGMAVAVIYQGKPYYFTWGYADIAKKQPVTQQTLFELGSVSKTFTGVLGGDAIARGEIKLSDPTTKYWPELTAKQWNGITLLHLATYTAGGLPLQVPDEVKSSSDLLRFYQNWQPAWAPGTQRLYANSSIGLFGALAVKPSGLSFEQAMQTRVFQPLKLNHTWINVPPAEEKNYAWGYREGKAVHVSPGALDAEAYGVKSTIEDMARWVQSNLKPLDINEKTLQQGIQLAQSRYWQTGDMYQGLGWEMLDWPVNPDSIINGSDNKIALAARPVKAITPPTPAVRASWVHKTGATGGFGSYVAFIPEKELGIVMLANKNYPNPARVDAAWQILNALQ
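AmpC (5.3 nM in the dispensed reagent) in 20 mM phosphate pH 7.0 with 0.01% (detergent screen) or 0.0001% Triton X-100 was preincubated with compounds for 15 min at room temperature. Nitrocefin was then added from an 800 uM solution, and hydrolysis was followed at 480 nm.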
Pf growth 48h – inhibits P. falciparum growth in the first generation, 48 h | P. falciparum luciferase growth in erythrocytes, 48 h | Potency, µM (top dose mostly 28.7 µM), for the others: at the top dose activity change, negative = inhibition, hits mostly inhibitors | 310,000 tested, 5.9% active | AID 504832; note: potency is the fitted concentration of half-maximal effect; % is set by controls: 0 for no effect and ±100 for the full control effect
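Luminescence readout; reporter = integrated firefly luciferase in P. falciparum. RBC culture at 2% hematocrit, 0.1% parasitemia final, 37 C/5% CO2; decreased signal taken as growth inhibition.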
Tb PYK inh – blocks Trypanosoma brucei pyruvate kinase; Q57TT1; TbPYK enzyme, Kinase-Glo Plus ATP luminescence, 45 min; Potency, µM (top dose mostly 76.8 µM), inactives show at the highest dose activity, negative = inhibition, hits mostly inhibitors; 410,000 tested, 0.12% active; AID 624173; note: potency is the fitted concentration of half-maximal effect; % is set by controls: 0 for no effect and ±100 for the full control effect; nearly all actives have a fitted effect of over 50% in size
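ADP (130 uM final) triggers the TbPYK reaction after compound addition; incubation is 45 min at room temperature. Kinase-Glo Plus is then added and luminescence imaged. Normalized data are fitted to concentration-effect curves.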
Shiga toxin inh – blocks Shiga toxin action in Vero cells; Vero cells, Shiga toxin protein synthesis inhibition reporter; inhibition, % at 38.7 µM; 290,000 tested, 9.2% active; in the data active = inhibition mostly above about 28%, no sharp cut-off; inactive = mostly below about 43%; note: 0% is about no effect
LmPK inhibitor – blocks Leishmania mexicana pyruvate kinase activity; Q27686; Potency, µM (highest dose often 57.5 µM), inactives show top-dose activity change, negative = inhibition, actives largely listed as inhibitors; purified LmPK, Kinase-Glo ATP luminescence, 1 h; 290,000 tested, 0.37% active; note: potency is the fitted concentration of half-maximal effect; % is set by controls: 0 for no effect and ±100 for the full control effect
Target sequence (Q27686 whole entry, looked up): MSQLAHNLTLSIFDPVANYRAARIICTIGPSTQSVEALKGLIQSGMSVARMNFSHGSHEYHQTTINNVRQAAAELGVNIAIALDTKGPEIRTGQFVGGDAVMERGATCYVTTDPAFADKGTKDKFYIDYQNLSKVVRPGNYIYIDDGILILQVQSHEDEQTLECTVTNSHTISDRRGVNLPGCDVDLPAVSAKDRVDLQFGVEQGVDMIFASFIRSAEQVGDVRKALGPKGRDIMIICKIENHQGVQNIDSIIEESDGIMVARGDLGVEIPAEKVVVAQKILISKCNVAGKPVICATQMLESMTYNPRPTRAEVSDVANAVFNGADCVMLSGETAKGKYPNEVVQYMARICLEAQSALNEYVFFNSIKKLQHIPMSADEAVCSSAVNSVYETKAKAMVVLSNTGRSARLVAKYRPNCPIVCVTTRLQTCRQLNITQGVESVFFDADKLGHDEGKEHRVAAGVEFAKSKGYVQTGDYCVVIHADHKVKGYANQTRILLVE
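ATP generated from ADP (0.1 mM) and PEP (0.5 mM) by 0.1 nM LmPK over 1 h at room temperature (pH 7.2 imidazole buffer) was detected by coupled luciferase luminescence. Values were normalized to uninhibited and no-enzyme wells.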
Pf growth 96h – P. falciparum growth inhibition at 96 hours; Potency, µM (top dose mostly 28.7 µM), for inactives: top-dose activity change, negative = inhibition, usual class: inhibitors; P. falciparum luciferase reporter growth, 96 h; 320,000 tested, 6.9% active; note: potency is the fitted concentration of half-maximal effect; % is set by controls: 0 for no effect and ±100 for the full control effect
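Erythrocytes infected with luciferase-expressing P. falciparum were dispensed at 2% hematocrit and 0.05% parasitemia (final), then incubated with compounds 96 hours at 37 C in 5% CO2. Luminescence after detection reagent addition reported growth.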
CHX counter – affects cycloheximide protein synthesis inhibition readout, counter-screen. max response, %. cell reporter, cycloheximide protein synthesis inhibition counterscreen. 300,000 tested, 12% active; in the data active = max response mostly above about 13%, no sharp cut-off; inactive = mostly below about 14%; note: read at 38.3 µM for the half of the compounds with a filed dose; 0% is about no effect
The depositor's hits bear a star; ? = inconclusive; . = no result given; [ ] = remark or other dose. Unless noted, calls come from the whole dose curve; as a rule, active = well fitted curve in the direction sought with a large enough effect; inconclusive = small, poorly fitted or top-dose-only effect, or another doubt; inactive = no such curve, though single readings can be large; an effect the other way counts as inactive or inconclusive.

SMILES | AmpC inh no detg | Pf growth 48h | Tb PYK inh | Shiga toxin inh | LmPK inhibitor | Pf growth 96h | CHX counter
CC1(C2CC2)NC(=O)N(CC(=O)Nc2cc(S(=O)(=O)N3CCCCC3)ccc2Cl)C1=O (centres undefined) | -14% | ? | 6% | . | . | -5% | .
CC1CCCCC12NC(=O)N(CC(=O)OCC(=O)c1ccc(OC(F)F)cc1OC(F)F)C2=O (centres undefined) | 29% | 13% | -7% | -4 | -2% | -9% | -1
COc1cc(C(=O)NCC2(c3ccccc3)CCCC2)ccc1OC(C)C | 55% | 15µM* | 3% | 5 | -1% | 33%[activator] | -3
COc1cc(C2NC(=O)NC(C)=C2C(=O)OCc2ccc(C)cc2)cc(OC)c1OC (centres undefined) | 86%[activator] | 0% | -9% | -18 | 3% | -3% | -2
COC(=O)c1cc2n(n1)CCN(Cc1ccccc1Cl)C2=O | -14% | 8% | -14% | -3 | -1% | 0% | -1
N#Cc1nc(-c2ccc(F)cc2)oc1NCc1ccccc1 | -29% | . | 1% | 45 | 10% | -12% | 17
O=c1[nH]c(=O)n(CCC2=CCCCC2)c(O)c1C=NCCN1CCNCC1 | 77%[activator] | 21% | -2% | -24 | -2% | . | -2
COC(=O)c1ccc(-n2nc(C(F)(F)F)c3c2-c2ccoc2CC3)cc1 | -33% | ? | -6% | 2 | 4% | ? | -3
O=C(C[n+]1ccc(C(=O)NCc2ccccc2)cc1)c1ccc(OC(F)F)cc1 | -19% | 1% | 4% | -4 | 3% | -24% | -3
Cc1cccc(-c2ocnc2C(=O)N2CCN(C(=O)c3cccs3)CC2)c1 | 8% | 23% | -5% | -2 | -10% | 2% | -2
CN(c1nc2ccccc2n2c(C3CC3)nnc12)S(=O)(=O)c1ccccc1 | -17% | -13% | 3% | -11 | 2% | -11% | -3
COc1ccc(C(=O)N(CCc2ccccc2)Cc2ccccc2)c(OC)n1 | 16% | ? | 0% | -18 | 1% | 25% | -2
CC(C)(Cc1ccccc1)/[N+]([O-])=C\c1ccc(C(F)(F)F)cc1 | 17% | ? | 0% | . | . | 34%[activator] | .
Cc1ccc2c(c1)C1CN(C)CCC1N2S(=O)(=O)c1cccc(C(F)(F)F)c1 (centres undefined) | 99%[activator] | ? | 0% | . | . | ? | .
Cc1ccc(C23CC4CC(CC(CC(=O)N5CCOCC5)(C4)C2)C3)cc1 | 257%[activator] | ? | -2% | 6 | 1% | ? | -2
CCOC(=O)C1CCN(S(=O)(=O)c2ccc(C(C)(C)C)cc2)CC1 | -15% | -5% | 5% | 17 | 5% | ? | -3
O=C(NCc1ccco1)NC1CCCCC1 | -15% | ? | -2% | 17 | -7% | ? | -1
O=C1CS/C(=N/N=C/c2ccccc2)N1c1ccc(O)cc1 | -11% | 14% | -4% | 7 | -4% | 1.7µM* | -1
CC(=O)c1c(C)n(-c2ccc(Br)cc2)c2ccc(O)cc12 | -33% | -8% | 1% | -11 | -3% | ? | -2
Cc1ccc(C(=O)COC(=O)c2ccncc2)cc1[N+](=O)[O-] | -20% | 24% | -2% | 21 | 2% | 9.3µM* | -3
O=C(O)C1CCCCN1C(=O)c1cc2c(s1)CCCCC2 (centres undefined) | -23% | 2% | -1% | . | . | 22% | .
N#CC1=C(N)SC(N)=C(C#N)C1Cc1ccccc1 | -32% | . | -12% | -19 | 10% | 105%[activator] | 1
O=c1cc(CSc2ccccc2)nc(-c2ccncc2)[nH]1 | -13% | . | 1% | -16 | 1% | 75% | -3
CCN(Cc1nc2ccccc2c(=O)[nH]1)C(=O)C1CC(=O)N(c2cccc3ccccc23)C1 (centres undefined) | 48% | 10µM* | -3% | . | . | ? | .
COc1nc(NCc2ccc(Cl)cc2)nc(OC)n1 | -5% | ? | -6% | 45 | 3% | 19% | 9
SMILES | AmpC inh no detg | Pf growth 48h | Tb PYK inh | Shiga toxin inh | LmPK inhibitor | Pf growth 96h | CHX counter
CC1C2CC(CC1(C)C)N(C(=O)Nc1ccc3nccnc3c1)C2 (centres undefined) | -2% | 0% | 3% | -14 | -9% | -17%[5.75 µM] | 2
CCOC(=O)CSc1ncc(-c2ccccc2)cn1 | -18% | -9% | -13% | 71 | -9% | 11% | 14
COc1ccc(CCNS(=O)(=O)CC23CCC(CC2=O)C3(C)C)cc1OC (centres undefined) | -15% | ? | -4% | -16 | -1% | 79%[activator] | -2
CCOc1cc(N2CCOCC2)c(OCC)cc1NC(=S)NCCCOC | 0% | 10% | 10% | 43 | -3% | 19% | 9
CC(=O)NS(=O)(=O)c1ccc(N2C(=O)CC(Sc3nccc(C)n3)C2=O)cc1 (centres undefined) | -7% | 78%[activator] | 0% | -10 | 4% | -3% | 1
COc1cccc(OCc2nnc(SCC(=O)OCc3ccccc3)o2)c1 | -18% | 8% | -11% | -3 | -9% | . | 0
O=C(CCN1C(=O)C2C3CCC(C3)C2C1=O)Nc1ccc(Cl)cc1Cl (centres undefined) | 15% | 4% | -3% | 30 | -1% | 7.4µM* | 4
O=C(Oc1c(Cl)cc(Cl)c2cccnc12)c1cccc([N+](=O)[O-])c1 | -17% | ? | 8% | -3 | -3% | 12% | -2
Cc1ccc(NS(=O)(=O)c2ccc(Cl)c(C(=O)O)c2)cc1S(=O)(=O)N1CCOCC1 | -22% | 5% | -2% | -7 | 4% | -29% | -1
COc1ccc(-c2cnn3c(N)c(S(=O)(=O)c4ccccc4)cnc23)cc1 | -27% | ? | 6% | -3 | 0% | ? | -2
Nc1nc(NCC(=O)O)nc(N2CCCCCC2)c1[N+](=O)[O-] | -10% | 41%[activator] | -8% | -3 | -6% | 21% | -3
CC(C)(C)OC(=O)NCc1ccc(NC(=O)c2nc[nH]c2C(=O)N[C@@H](Cc2ccccc2)C(=O)OCc2ccccc2)cc1 | -8% | 8.3µM* | 3% | -6 | 3% | 4.1µM* | 3
O=C(Nc1ccc(Cl)cc1C(=O)c1ccccc1)c1ccco1 | -29% | 19% | -2% | 23 | 4% | ? | 16
CCCC(O)(CCN1CCOCC1)c1ccc(Br)cc1 (centres undefined) | 40% | -1% | . | -5 | 2% | ? | -3
Cc1ccc(-n2c(O)c(C=NCCN(C)C)c(=O)[nH]c2=O)cc1 | -8% | 11% | 3% | 14 | 3% | 17% | 1
COc1ccc(C(=O)Nc2ccccc2C(=O)NC(Cc2ccc(O)cc2)C(=O)NNC(=O)c2ccccc2)cc1 (centres undefined) | ? | 10µM* | 0% | -2 | -1% | 32%[activator] | 20*
CC(C)[C@H](NC(=O)N1CC(=O)Nc2ccccc21)C(=O)N[C@@H](Cc1ccccc1)C(=O)O | -17% | 0% | -3% | -4 | -19% | -1% | -2
S=c1[nH]nc(-c2cccnc2)n1/N=C/C=C/c1ccco1 | -15% | -9% | ? | -4 | 0% | 22% | -3
CN(C)S(=O)(=O)c1ccc(C(=O)N2CCN(C(=O)C3CCCO3)CC2)cc1 (centres undefined) | -4% | 16% | 4% | . | . | 12% | .
COC(=O)C(C)(C)ONC(=O)Nc1ccc([N+](=O)[O-])cc1 | -15% | 38%[activator] | -5% | 18 | 8% | ? | 12
CCOC(=O)CSc1nc2cc3c(cc2cc1CC)OCCO3 | -8% | ? | -4% | 18 | 5% | 12µM* | 1
CN(C)CCCNC(=O)Cc1ccc(Br)cc1 | -6% | 15% | -4% | -11 | 5% | -1% | -7
COc1ccc(S(=O)(=O)Nc2c(C)cccc2C)cc1-n1cnnn1 | -16% | -3% | -1% | 2 | 3% | -2% | -3
O=C(Nc1ccc(Cl)c([N+](=O)[O-])c1)C(Sc1ccccc1)c1ccccc1 (centres undefined) | -48% | 13µM* | 1% | -17 | 3% | ? | 6
CCOc1ccc(CCNC(=O)COC(=O)c2c(OC)cccc2OC)cc1OCC | 0% | ? | 2% | . | . | ? | .
SMILES | AmpC inh no detg | Pf growth 48h | Tb PYK inh | Shiga toxin inh | LmPK inhibitor | Pf growth 96h | CHX counter
CC1CC(C)CN(S(=O)(=O)c2ccc3c(c2)oc(=O)n3CC(=O)N(C)Cc2ccccc2)C1 (centres undefined) | -28% | ? | -5% | -2 | -5% | ? | -3
NC(=O)C1c2ccccc2Oc2ccccc21 | -8% | . | -7% | -5 | 0% | 27% | 1
O=C(CN1CCN(c2ccccc2)CC1)Nc1nnc(-c2ccccc2)s1 | -15% | -1% | 1% | -7 | 2% | . | -3
CC(C)CCn1c(Sc2nc3ccccc3o2)nc2c1c(=O)[nH]c(=O)n2C | -10% | ? | -8% | 69* | -4% | -29% | 73*
COc1ccc(NC(=O)COC(=O)c2ccc(C)c(S(=O)(=O)N3CCCCC3)c2)cc1 | -2% | -9% | -1% | . | . | ? | .
O=C(O/N=C\c1ccc(N2CCCCC2)c([N+](=O)[O-])c1)c1ccc(Cl)cc1Cl | -45% | 32% | -3% | -7 | 2% | 8% | -3
COc1ccc(-n2c(SCc3cccnc3)nc3c(c2=O)SCC3)cc1OC | 35% | ? | 3% | -17 | 0%[11.5 µM] | ? | 10
CCCCn1nc(C(=O)NNC(=O)c2ccncc2)c2ccccc2c1=O | 132%[activator] | 12% | -2% | 20* | -4% | ? | 40*
CN(C(=O)c1cc2ccccc2cc1O)C1CCCCC1 | -27% | ? | -3% | 23 | -10% | -26% | 21*
O=C(Cc1cn(Cc2cccc(Cl)c2)c2ccccc12)N1CCCCCC1 | -5% | -6% | -11% | -13 | 1% | ? | -2
CCCSc1nc2c(c(=O)n1CC)SC(C)C2 (centres undefined) | -19% | . | -5% | -16 | 2% | ? | -4
CC(C)C(OC(=O)c1cccs1)C(=O)NCc1ccco1 (centres undefined) | -48% | -11% | -3% | -22 | -8% | -8% | -3
CCOC(=O)CNC(=O)CCCCCC(=O)NCC(=O)OCC | -12% | -3% | -5% | 18 | 0% | -12% | 17
CSCCC(NC(=O)c1ccc(Cl)cc1)C(=O)NC(C)(C)C (centres undefined) | -5% | . | 4% | -23 | -1% | 4% | -2
CCN(CC)C(=O)COc1ccc(-c2nnc(N3CCCCC3)c3ccccc23)cc1 | 96%[activator] | ? | -7% | -12 | 4% | 2% | -3

Given with values under each structure: part of the list above
Values in the order: AmpC inh no detg | Pf growth 48h | Tb PYK inh | Shiga toxin inh | LmPK inhibitor | Pf growth 96h | CHX counter
> CSCCC(NC(=O)c1ccc(Cl)cc1)C(=O)NC(C)(C)C (centres undefined)
    -5% | . | 4% | -23 | -1% | 4% | -2
> O=C(Cc1cn(Cc2cccc(Cl)c2)c2ccccc12)N1CCCCCC1
    -5% | -6% | -11% | -13 | 1% | ? | -2

Compound profiles, as listed above.
Record of `CCCSc1nc2c(c(=O)n1CC)SC(C)C2` (centres undefined) → AmpC inh no detg: -19%; Pf growth 48h: .; Tb PYK inh: -5%; Shiga toxin inh: -16; LmPK inhibitor: 2%; Pf growth 96h: ?; CHX counter: -4
Record of `CSCCC(NC(=O)c1ccc(Cl)cc1)C(=O)NC(C)(C)C` (centres undefined) → AmpC inh no detg: -5%; Pf growth 48h: .; Tb PYK inh: 4%; Shiga toxin inh: -23; LmPK inhibitor: -1%; Pf growth 96h: 4%; CHX counter: -2

High-throughput results: PubChem, National Center for Advancing Translational Sciences (NCATS)
